# Compound activity from PubChem.
# PPC-1+TRAIL kill: PPC-1 cancer cell killing with TRAIL present | cell killing (% activity), % at 4 µM | PPC-1 cells + TRAIL, ATPLite viability luminescence | 220,000 compounds, 0.41% hits | AID 1443;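 active means cell killing above 50% in the first pass at 4 µM, then a duplicate retest at 5 µM averaging 50% or more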;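 further: plate controls were cells with TRAIL plus DMSO for no effect and medium-only wells lacking cells for full effect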
# TRPML3 agonist: activates the human TRPML3 channel; HEK293 TRPML3-YFP, Fluo-8 calcium fluorescence; 100% = the carbachol control signal; Q8TDD5; 220,000 compounds, 0.29% hits; activation, % at 3 µM;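 active means activation above its plate's cutoff, the mean activation of the plate's test wells plus 3 SD, cut at about 12% in these data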;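 further: 0% = DMSO only wells and 100% = carbachol wells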
#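 Test system – HEK293 line with stable expression of human TRPML3-YFP channel · Control set – carbachol 87 µM final as high control (100%), DMSO as low control (0%) · Signal – Fluo-8 calcium dye fluorescence, ex 470-495, em 515-575 nm · Incubation – 1-h 37 °C dye load, 5-s basal, 120-s post-compound reads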
# 14-3-3 Bad PPI: disrupts binding of bovine 14-3-3 zeta to phospho-Bad peptide; P63103; TR-FRET 14-3-3zeta/Dy647-pBad peptide displacement, 1 h; inhibition, % at 21.7 µM; 220,000 compounds, 0.71% hits;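 active means inhibition above about 70%, limit read from the data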;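 further: 0% = full 14-3-3 plus peptide FRET controls and 100% = background without 14-3-3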
# Target sequence (P63103 whole entry, looked up): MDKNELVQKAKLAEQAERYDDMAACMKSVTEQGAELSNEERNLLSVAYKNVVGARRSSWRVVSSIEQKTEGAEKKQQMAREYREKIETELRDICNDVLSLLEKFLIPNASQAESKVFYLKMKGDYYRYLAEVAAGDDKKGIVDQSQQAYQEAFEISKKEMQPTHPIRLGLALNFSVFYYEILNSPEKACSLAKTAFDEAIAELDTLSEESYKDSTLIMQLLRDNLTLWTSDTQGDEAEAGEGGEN
# CHOP inhibitor: blocks CHOP induction under ER stress | CHO-K1 CHOP-promoter luciferase, tunicamycin-induced, 15-18 h | inhibition, % at 10 µM | 220,000 compounds, 3.8% hits | AID 2732;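 active means compounds that reduced the stress-induced luciferase reporter signal by more than about 70% of percent inhibition, limit read from the data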;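 further: 0% = tunicamycin plus vehicle and 100% = wells without tunicamycin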
# EP2 modulator: modulators of human EP2 prostaglandin E2 receptor; AID 940; EP2-expressing cells, cAMP HTRF FRET, PGE2 co-stimulation; induction, % at 25 µM; P43116; 260,000 compounds, 0.83% hits;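 active means compounds whose cAMP rise, as percent of the full-agonist control response, exceeds 60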;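 further: rat C6 glioma line stably carrying human EP2 under a CMV promoter; the protocol text gives 20 µM as final concentration; 100% = response of wells given 1 µM PGE2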
# Target sequence (P43116 whole entry, looked up): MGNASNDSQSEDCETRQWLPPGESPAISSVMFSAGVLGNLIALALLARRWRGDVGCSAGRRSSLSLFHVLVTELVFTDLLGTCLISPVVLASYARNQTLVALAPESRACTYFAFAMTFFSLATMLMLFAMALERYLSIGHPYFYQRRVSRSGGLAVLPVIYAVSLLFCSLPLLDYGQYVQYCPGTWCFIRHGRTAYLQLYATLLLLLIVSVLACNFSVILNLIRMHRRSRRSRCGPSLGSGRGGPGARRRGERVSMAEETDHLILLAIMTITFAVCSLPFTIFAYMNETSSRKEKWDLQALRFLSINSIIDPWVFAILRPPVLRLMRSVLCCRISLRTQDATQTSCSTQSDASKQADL
# NPY Y1 blocker: NPY-Y1 (human) receptor antagonism | P25929 | HEK293-CNG Y1 cells, membrane potential fluorescence; NPY at EC95, then isoproterenol | inhibition, % at 3.6 µM | 200,000 compounds, 1% hits;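 active means inhibition above the campaign mean inhibition of all tested compounds plus 3 SD, cut at about 20% in these data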;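 further: 0% = DMSO wells given NPY plus isoproterenol and 100% = isoproterenol alone without NPY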
# Target sequence (P25929 whole entry, looked up): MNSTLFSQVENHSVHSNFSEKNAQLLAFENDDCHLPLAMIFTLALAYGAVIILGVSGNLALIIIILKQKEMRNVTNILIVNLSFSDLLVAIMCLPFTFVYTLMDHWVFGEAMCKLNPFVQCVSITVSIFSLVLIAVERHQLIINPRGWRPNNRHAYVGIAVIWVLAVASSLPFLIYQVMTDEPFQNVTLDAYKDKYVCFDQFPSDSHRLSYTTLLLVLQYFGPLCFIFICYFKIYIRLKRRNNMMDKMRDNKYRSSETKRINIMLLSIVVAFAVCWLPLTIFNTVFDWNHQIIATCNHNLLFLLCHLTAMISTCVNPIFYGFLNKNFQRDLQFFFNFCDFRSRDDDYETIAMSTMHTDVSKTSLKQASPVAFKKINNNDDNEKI
#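 Material: HEK293 Y1/CNG channel cell line; also added: NPY (25 nM), isoproterenol (1 µM), Ro 20-1724 (25 µM); doses: one concentration, 3.6 µM, in 0.4% DMSO; schedule: compound incubation 1 h at room temperature, readout 45 min post-stimulation; technique: membrane potential fluorescence; measure: fluorescence ratio normalized to % inhibition between controls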
# NPY-Y1 PAM-ag: potentiates or activates human NPY-Y1 receptor; 220,000 compounds, 0.37% hits; P25929; activation, % at 3.6 µM; NPY-Y1 expressing cells, potentiator/agonist activation; in the data active means activation above about 33%, passing the limit was not always enough;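 further: cells stimulated with NPY at EC10 then isoproterenol at EC100; 0% = low agonist plus stimulus and 100% = saturating agonist plus stimulus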
# EP2 antag: inhibitors of human EP2 prostaglandin E2 receptor; 260,000 compounds, 0.52% hits; C6 glioma cells expressing human EP2, cAMP TR-FRET; cells stimulated with saturating PGE2; inhibition, % at 25 µM; P43116;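 active means percent inhibition above 40 after rounding to a whole number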;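 further: rat C6 glioma host cells with rolipram phosphodiesterase inhibitor present; the protocol text gives 20 µM as final concentration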
# zfTRPN1 agonist: zebrafish TRPN1 (NompC) channel agonism | HEK293 zebrafish TRPN1-YFP, Fluo-8 calcium fluorescence; 100% = response to 87 µM carbachol | activation, % at 3 µM | 220,000 compounds, 0.18% hits | AID 1424;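 active means activation above its plate's cutoff, the mean activation of test wells on that plate plus 3 SD, cut at about 19% in these data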;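 further: 0% = DMSO alone and 100% = 87 µM carbachol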
#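 Assay system: Zebrafish TRPN1-YFP in HEK293 cells | Incubation: Dye loading 1 h at 37 °C, then 30 min room temperature | Measured by: Kinetic Fluo-8 fluorescence, ex 470-495, em 515-575 nm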
# An asterisk follows results filed as active; · = not tested or not shown; & = joins results of further samples; [ ] = remark or other dose.
SMILES,PPC-1+TRAIL kill,TRPML3 agonist,14-3-3 Bad PPI,CHOP inhibitor,EP2 modulator,NPY Y1 blocker,NPY-Y1 PAM-ag,EP2 antag,zfTRPN1 agonist
COc1ccc(C(=O)c2c[nH]c3ccccc23)cc1,37,-0.3,-3,9,20,-2,29,13,-0.3
O=C(N/N=C/c1ccncc1)c1ccc(OCc2ccccc2)cc1,10,-0.3,-3,-1,-40,·,-13,12,0.4
Cc1ccc(-c2nc(C#N)c(NCc3cccc4c3OCO4)o2)cc1,16,-0.5,-14[fluorescence artefact?],50,-33,28*,-20,9,1.9
Cc1nc2ccc(NC(=O)CCS(=O)(=O)c3ccccc3)cc2s1,30,0.3,26[fluorescence artefact?],-11,-22,6,3,4,1.1
O=C(/C=C/c1ccco1)Nc1nnc(-c2ccco2)s1,17,-0.1,0,-14,-14,-4,1,12,1.0
CCC(C)(C)NC(=O)C(c1ccncc1)N(Cc1ccc(C)cc1)C(=O)c1csnn1 (configuration not stated),22,-0.1,2[fluorescence artefact?],18,5,5,-38,10,-1.0
COCCn1c(CN2CCN(c3ccccc3)CC2)nc2c1c(=O)n(C)c(=O)n2C,·,0.0,·,·,·,-8,-1,9,-0.3
O=C(N/N=C/c1ccncc1)c1ccc(NC(=O)c2cccc(Cl)c2)cc1,·,0.5,-3,-10,-12,8,2,5,-0.2
Cc1cccc2[nH]c3c(N4CCN(C(=O)c5ccco5)CC4)ncnc3c12,-20,0.4,6[fluorescence artefact?],3,-24,3,-20,9,1.3
NNC(=O)Nc1cccc(C(F)(F)F)c1,11,1.0,-12,3,-1,-4,-1,5,0.5
O=C(Cn1c(=O)n(CC(=O)NCc2ccccc2)c2ccccc21)NCc1ccccc1,27,0.6,-5[fluorescence artefact?],21,39,4,0,2,0.7
CC(=O)Nc1ccc(-c2cn3cc(C)ccc3n2)cc1,40,0.8,-23,17,-7,0,-4,5,-0.2
COCCCNCC(O)COc1ccccc1F (configuration not stated),4,0.9,68,-20,35,-1,49*,8,-0.8
CN(C)c1ccc(/C=N/NC(=O)c2ccco2)cc1,41,0.6,-7,7,-24,-5,8,5,-0.2
O=C(NN1CCOCC1)c1cc(-c2ccccc2)nc2ccccc12,-6,0.4,9,30,14,0,10,13,0.0
CC1(C)COC(/C=C/c2ccc([N+](=O)[O-])cc2)=N1,38,5.3,0,-24,-9,2,8,9,5.7
COc1cccc(CNc2ncnc3cc(OC)c(OC)cc23)c1,10,0.2,8,26,-11,13,-21,16,-1.0
CN1CCN(NC(=O)c2ccc(Cl)c(S(=O)(=O)Nc3ccc(Cl)cc3)c2)CC1,8,0.1,-1,8,5,·,10,8,1.3
COc1ccc(C(=O)Nc2ccc(C3=NNC(=O)CC3C)cc2NC(=O)c2ccc(OC)cc2)cc1 (configuration not stated),10,0.2,13,28,15,7,-33,3,0.6
COc1ccc(-n2cnc(N)c2C(=O)c2cccc([N+](=O)[O-])c2)cc1,10,0.8,-1,18,10,3,8,1,2.2
N/C(=N\OC(=O)CCC1CCCCC1)c1cccc([N+](=O)[O-])c1,-7,0.2,3,59,5,8,-12,8,0.1
COc1ccc(CNC(=O)Nc2cccs2)cc1OC,0,-1.0,-9,1,7,4,2,7,-0.2
CN(C#N)c1nc(Cl)nc(Nc2cccc(Cl)c2)n1,17,0.7,14[fluorescence artefact?],-108,2,1,-27,6,0.2
COCn1c(-c2ccc(OC)cc2)nc2ccccc21,34[5 µM],-0.3,-3,-25,8,2,-8,17,0.8
COc1ccc(OCCCON2C(=O)c3ccccc3C2=O)cc1,-2,0.9,-1,50,1,0,-27,8,0.2
Brc1ccccc1OCCCCn1cnc2ccccc21,29,3.5,-3,43,-25,-1,9,12,6.9
O=C(O)CSc1ncnc2nc[nH]c12,-3,0.4,-16,20,-8,7,7,8,-0.3
CNC(=O)COC(=O)c1cc(NC(=O)c2ccco2)c(OC)c(OC)c1,3,0.2,2[fluorescence artefact?],-21,20,6,-6,15,-0.8
CSc1ccc(/C=N/N2CCN(C)CC2)cc1,9,0.2,-11,21,15,2,-6,3,0.6
CCCN(CCC)CCCNC(=S)Nc1ccc2nc(N3CCN(C)CC3)cc(C)c2c1,1,-0.9,-3,-11,-51,3,-4,2,0.1
CCn1c(CNC(=O)c2ccc(OC)cc2)nnc1SC,8,1.1,12,30,-7,-2,0,13,0.6
CSc1cccc(NC(=O)CCC(=O)O)c1,0,0.9,-13,26,33,-3,2,5,-1.9
COc1cc(/C=N/NC(=O)CN2CCCCC2)ccc1OCc1ccccc1,12,-0.1,28,18,-30,13,2,7,-0.2
O=S(=O)([N-]c1nc2ccccc2nc1-n1cc[n+](Cc2ccccc2)c1)c1ccccc1,-6,0.0,-1,6,-18,·,2,8,1.4
CCN(C(=O)COC(=O)c1ccc2[nH]c3c(c2c1)CCCC3)C1CCS(=O)(=O)C1 (configuration not stated),3,0.6,-23,22,-65,1,20,2,-0.8
COCCCNC(=S)NNC(=O)Cn1nc(C)c(Br)c1C,-3,-0.2,-4,-17,-3,5,-13,5,0.2
Cc1ccc2c(C)c(C(=O)Nc3ccc(S(N)(=O)=O)cc3)oc2c1C,13,-0.3,0,37,-21,6,-38,6,-1.5
C#CCOCCOCCOCCNc1nc(N2CCN(C(=O)C(Cc3ccc(O)cc3)n3cc(C(N)CC(C)C)nn3)CC2)nc(N2CCN(C(=O)C(Cc3ccc(O)cc3)n3cc(C(N)C(C)CC)nn3)CC2)n1 (configuration not stated),6,-0.3,0,8,1,-1,12,15,-2.0
O=C(Nc1ccon1)C(Sc1ccccc1)c1ccccc1 (configuration not stated),4,-1.4,3,55,18,3,-10,7,-2.4
ONC=Nc1cccc2nonc12,-5,0.1,-1,-2,11,-1,8,10,0.9
O=C(NCC(=O)N(Cc1ccco1)C(C(=O)NC1CCCCC1)c1cccnc1)c1cccs1 (configuration not stated),-22,-0.8,-9[fluorescence artefact?],-12,16,4,23,8,-0.8
CCCOc1ccc(Cc2nc(N)nc(N)n2)cc1,9,0.8,5,-3,-4,3,-13,7,1.2
CCn1c(SCC(=O)Nc2ccc(OC)c(OC)c2)nnc1-c1c[nH]c2ccccc12,-6,-0.7,6,35,3,6,-1,6,0.6
CCCN(N=Nc1cccc([N+](=O)[O-])c1)c1cccc([N+](=O)[O-])c1,-5,0.8,-9[fluorescence artefact?],16,22,5,-29,·,-0.2
Clc1ccc(-c2nc3ncccn3c2Nc2ccc3c(c2)OCO3)cc1,19,-0.5,3,2,-30,6,-19,8,1.4
CCOc1ccc(C(C)=O)cc1CSc1nnc(N)s1,-8,0.7,-9,4,-24,6,3,6,-1.7
Oc1ccc(CNc2ccc(F)cc2)c2cccnc12,7,2.0,-3,70,-5,0,-2,4,0.4
Clc1ccccc1Nc1ncnc2c1nnn2Cc1ccccc1,-16,-1.0,-11,50,40,10,-15,10,-2.2
COc1ccc(Cl)cc1NC(=O)C1CC(=O)N(c2ccc(F)cc2)C1 (configuration not stated),10,0.8,8,20,-6,-7,-14,6,0.1
Nc1ncnc2c1ncn2C1CCC(CO)C(O)C1 (configuration not stated),-8,-0.5,7,28,23,7,-13,7,-0.8
COc1cccc(-c2nnc(NC(=O)C3CCCCC3)o2)c1,10,0.9,8,3,2,5,-6,12,0.8
COCCNC(=O)CSc1nnc(-c2ccccc2F)n1Cc1ccccc1,22,0.0,-4,2,32,-4,-6,2,-0.7
COc1ccc(NS(=O)(=O)c2ccc(OC)c(OC)c2)cc1OC,24,0.6,-3[fluorescence artefact?],19,17,0,9,9,2.1
Cc1sc2nc3c(SC(C)C(=O)O)cc(C(=O)c4ccccc4O)cn3c(=O)c2c1C (configuration not stated),21,-0.3,21,4,3,1,6,18,-2.5
O=C(CSc1nc(-c2ccco2)cc(C(F)(F)F)n1)Nc1ccc2c(c1)OCO2,18,0.7,-8,·,-45,5,-24,7,0.4
COc1cccc(C2C(C(=O)/C=C/c3ccco3)=C(O)C(=O)N2CCN2CCOCC2)c1 (configuration not stated),14,1.2,8,-8,-14,0,-15,12,0.9
Cc1ccc(OCc2nnc(SCC(=O)N3c4ccccc4Sc4ccc(Cl)cc43)o2)cc1,5,0.7,6,18,14&-9,-1,-20,12&6,-0.3
O=C(NCc1ccc(Cl)cc1)c1cc2c(nc3sccn32)s1,-4,0.3,-3[fluorescence artefact?],5,-23,1,-15,5,0.6
O=C(CN1CCN(c2ccccc2)CC1)Nc1nccs1,11,-0.1,-2,7,-5,-1,8,5,-1.1
NC(=O)c1nsc(C(=O)N(CC(=O)NCc2ccc3c(c2)OCO3)C2CCCCC2)c1N,13,0.8,1[fluorescence artefact?],18,-12,3,-19,11,1.0
# (cont.)
SMILES,PPC-1+TRAIL kill,TRPML3 agonist,14-3-3 Bad PPI,CHOP inhibitor,EP2 modulator,NPY Y1 blocker,NPY-Y1 PAM-ag,EP2 antag,zfTRPN1 agonist
COc1ccc(NC(=O)C2OC3OC(C)(C)OC3C3OC(C)(C)OC23)cc1 (configuration not stated),-16,1.1,-3,6,1,-3,19,13,0.5
CCOC(=O)C(NC(C)=O)(Nc1ccc(S(=O)(=O)Nc2cc(C)nc(C)n2)cc1)C(F)(F)F (configuration not stated),1,0.7,-1[fluorescence artefact?],-6,31,-3,15,5,1.6
Cc1cc(C)n2c3c(c(C#N)c2n1)CC(C)(C)OC3,16,0.3,6,9,-7,4,-12,15,0.7
COC(=O)CSc1nnc(-c2ccco2)n1-c1ccc(C)cc1,16,0.4,-5,-16,25&-3,1,-15,3&5,-0.2
Cc1c(NC(=O)/C(C#N)=C/c2ccc(-c3ccc(Cl)cc3)o2)c(=O)n(-c2ccccc2)n1C,4,0.9,-4[fluorescence artefact?],68,1,0,16,9,-2.2
NC(=O)CC(NC(=O)Cc1cccc2ccccc12)c1ccc(NC2CCC2)c([N+](=O)[O-])c1 (configuration not stated),3,·,16,2,8,·,·,26,·
COc1cccc(NC(=O)c2cc(CN3C(=O)c4ccccc4C3=O)ccc2OC)c1,13,0.0,0[fluorescence artefact?],60,4,3,-54,4,-0.4
C/C(=N\NC(=S)NCc1ccccc1)c1ccc(Cl)s1,22,0.3,-14,37,3,2,-10,13,-1.7

# Single records, from the list above. Screens in order: PPC-1+TRAIL kill	TRPML3 agonist	14-3-3 Bad PPI	CHOP inhibitor	EP2 modulator	NPY Y1 blocker	NPY-Y1 PAM-ag	EP2 antag	zfTRPN1 agonist
# Record of C/C(=N\NC(=S)NCc1ccccc1)c1ccc(Cl)s1 : 22	0.3	-14	37	3	2	-10	13	-1.7
# Record of COc1ccc(NC(=O)C2OC3OC(C)(C)OC3C3OC(C)(C)OC23)cc1 (configuration not stated) : -16	1.1	-3	6	1	-3	19	13	0.5

# This is a subset; rates above refer to the full screens.
